TSG101-PTAP inh = TSG101-PTAP interaction inhibition, HIV-1 budding; Q99816; Fluorescence polarization, FITC-PTAP peptide/Tsg101, 20 min; Potency, µM (titrated, usually from 115 µM), for the others: at the highest dose activity change, negative = inhibition, usual class: inhibitors; 44,000 tested, under 10 active; AID 1347069; further: potency means the concentration at half of the fitted maximal effect; 0% is about no effect
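Fluorescence polarization binding of Tsg101 binding domain (10 uM final) to FITC-labeled PTAP-motif peptide (50 nM final) in HEPES pH 7.5/NaCl/Tween 20/EDTA/TCEP buffer; 20 min at r.t. Actives by curve class, <25 µM, efficacy <60% inhibition.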
NTMT1 inhibitor = NTMT1 methyltransferase inhibition | Q9BV86 | AID 1645870 | 2.5% of 59,000 active | NTMT1 MTase-Glo SAH luminescence, purified enzyme | Potency, µM (series often up to 114 µM), inactives show top-dose activity change, negative = inhibition, actives largely listed as inhibitors;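 further: potency means the concentration at half of the fitted maximal effect; plate controls were DMSO vehicle for no effect and no enzyme for full effect; nearly all actives have a fitted effect of over 65% in size; many of its hits are not listed in these tables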
Target sequence (Q9BV86 whole entry, looked up): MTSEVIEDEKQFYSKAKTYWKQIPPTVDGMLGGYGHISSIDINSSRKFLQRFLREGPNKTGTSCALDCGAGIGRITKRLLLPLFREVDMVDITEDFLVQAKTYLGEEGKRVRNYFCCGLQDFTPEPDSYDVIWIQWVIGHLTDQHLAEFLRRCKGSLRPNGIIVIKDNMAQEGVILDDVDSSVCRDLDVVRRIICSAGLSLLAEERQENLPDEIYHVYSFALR
FH mod = Identification of activators of human fumarate hydratase by quantitative high-throughput screening; Fumarate hydratase, mitochondrial (Homo sapiens), P07954; FH coupled MDH/diaphorase resazurin fluorescence, 15 min; Potency, µM (series often up to 79.9 µM), for the others: at the top dose activity change, negative = inhibition, usual class: inhibitors; 0.22% of 54,000 active; further: potency means the concentration at half of the fitted maximal effect; on the % scale 0 is the no-effect control and ±100 the full control effect; the screen sought activators but most active calls are inhibition curves; nearly all actives have a fitted effect of over 45% in size
Target sequence (P07954 whole entry, looked up): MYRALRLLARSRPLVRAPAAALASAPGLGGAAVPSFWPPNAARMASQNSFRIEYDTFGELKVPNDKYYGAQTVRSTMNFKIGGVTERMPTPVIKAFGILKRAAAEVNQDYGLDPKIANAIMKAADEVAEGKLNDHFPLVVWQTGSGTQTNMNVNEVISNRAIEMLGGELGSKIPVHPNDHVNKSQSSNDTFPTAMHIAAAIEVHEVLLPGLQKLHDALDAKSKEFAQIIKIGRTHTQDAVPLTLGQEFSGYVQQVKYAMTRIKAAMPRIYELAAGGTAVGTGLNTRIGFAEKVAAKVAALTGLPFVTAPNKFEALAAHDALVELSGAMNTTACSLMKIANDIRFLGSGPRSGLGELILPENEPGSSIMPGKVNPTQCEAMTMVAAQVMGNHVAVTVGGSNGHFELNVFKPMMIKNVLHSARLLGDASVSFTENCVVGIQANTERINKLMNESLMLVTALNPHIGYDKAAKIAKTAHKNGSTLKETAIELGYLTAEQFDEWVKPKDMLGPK
p53null 39C tox = p53 null cell cytotoxicity, nonpermissive temperature | H1299 p53-null (neo) cells, 39C, ATPlite viability, 24 h | Potency, µM (titrated, usually from 46.1 µM), for the others: top-dose activity, negative = cell killing, actives largely listed as cytotoxic | 0.97% of 55,000 active | AID 904;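 further: potency means the concentration at half of the fitted maximal effect; 0% = DMSO only and -100% = full killing by 100 µM tamoxifen; nearly all actives have a fitted effect of over 50% in size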
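ATP-luminescence viability readout (ATPlite, 20 min RT) after 24 hr compound treatment at 39C of H1299-neo or H1299-p53A138V cells; titration up to 46 uM; normalized to DMSO and 100 uM tamoxifen; Hill-fit AC50.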
p53null 32C kill = p53 null cell cytotoxicity, permissive temperature; 0.62% of 55,000 active; AID 903; H1299-neo p53 null cells, ATP luminescence, 24 h, 32C; Potency, µM (highest dose often 46.1 µM), without a hit: at the highest dose activity change, negative = cytotoxicity, hits mostly cytotoxic;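 further: potency means the concentration at half of the fitted maximal effect; 0% = DMSO only and -100% = full killing by 100 µM tamoxifen; nearly all actives have a fitted effect of over 55% in size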
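Luminescent ATP readout gave cell viability of p53-null H1299-neo cells after a 24 h compound exposure at the permissive 32C. Titrations ran up to 46 uM, and AC50s were fitted with the standard Hill equation.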
B2AR arrestin ag = beta-arrestin recruitment by human beta2-adrenergic receptor ligands. 44,000 tested, under 10 active. P07550. Potency, µM (highest dose often 46.1 µM), for the others: at the highest dose activation, most hits filed as activators. HTLA Tango cells, beta-arrestin recruitment, luciferase luminescence, 18 h;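 further: potency means the concentration at half of the fitted maximal effect; 0% = DMSO and full agonism = EC100 isoproterenol or metaproterenol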
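Receptor–beta-arrestin recruitment read by tTA-responsive luciferase: compound titrations (up to 46 µM) incubated 18 h with Tango cells, then luminescent substrate 15 min at room temperature. Concentration-response fits classified by r2, efficacy and activity.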
GALK inh = GALK (human) enzyme inhibition. 44,000 tested, under 10 active. Potency, µM (doses to about 57.5 µM), without a hit: at the highest dose activity, negative = inhibition, actives largely listed as inhibitors. recombinant GALK, Kinase-Glo ATP luminescence, 1 h. P51570;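 further: plate controls were full GALK reaction for no effect and reaction lacking GALK for full effect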
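5 nM GALK with 35 µM ATP and 100 µM galactose in HEPES pH 8.0, MgCl2, NaCl, DTT, BSA; 1 h RT reaction, remaining ATP detected by Kinase-Glo Plus luminescence after 10 min; qHTS concentration series.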
Starred values were filed as active, the others as inactive; ? = inconclusive; [ ] = remark or other dose. The call rests on the fitted dose curve; in most records, active means well fitted curve in the direction sought with a large enough effect; inconclusive means small, poorly fitted or top-dose-only effect, or another doubt; inactive means no such curve, though single readings can be large; an effect the other way counts as inactive or inconclusive.

The first two entries, to show the layout:
Key to letters: A = TSG101-PTAP inh; B = NTMT1 inhibitor; C = FH mod; D = p53null 39C tox; E = p53null 32C kill; F = B2AR arrestin ag; G = GALK inh
COc1ccc(-c2cc(OC(=O)c3ccccc3)c3c(C)oc(C)c3c(=O)c2)cc1OC
  A: -3.9% | B: -3.5% | C: 4.6% | D: 33.9%[activator] | E: 12.9% | F: 7.2% | G: -7.0%
CCc1cccc(NC(=O)CCS(=O)(=O)c2ccc(C)cc2)c1
  A: -4.0% | B: 8.4% | C: -2.5% | D: -19.7% | E: 2.5% | F: -0.6% | G: 2.7%

This part in full (from the top)
Key to letters: A = TSG101-PTAP inh; B = NTMT1 inhibitor; C = FH mod; D = p53null 39C tox; E = p53null 32C kill; F = B2AR arrestin ag; G = GALK inh
COc1ccc(-c2cc(OC(=O)c3ccccc3)c3c(C)oc(C)c3c(=O)c2)cc1OC
  A: -3.9% | B: -3.5% | C: 4.6% | D: 33.9%[activator] | E: 12.9% | F: 7.2% | G: -7.0%
CCc1cccc(NC(=O)CCS(=O)(=O)c2ccc(C)cc2)c1
  A: -4.0% | B: 8.4% | C: -2.5% | D: -19.7% | E: 2.5% | F: -0.6% | G: 2.7%
COc1cc(NC(=O)Cn2c(-c3ccccc3)cc(C(C)=O)c2C)cc(OC)c1
  A: -7.9% | B: 2.5% | C: -2.6% | D: 3.3% | E: 10.8% | F: 6.4% | G: -3.1%
CCOc1ccccc1NC(=O)C(C)N(c1ccccc1)S(C)(=O)=O (stereo not drawn)
  A: 2.4% | B: ? | C: -4.5% | D: 5.7% | E: 5.8% | F: -0.6% | G: -4.9%
O=C(Nc1cccc(C(F)(F)F)c1)c1cc(-c2ccc3c(c2)OCCO3)on1
  A: -0.2% | B: -2.7% | C: 1.8% | D: ? | E: -29.8% | F: -4.0% | G: 0.0%
CC1CCCN(Cc2c(O)ccc3c(=O)c(Oc4ccc(C(C)(C)C)cc4)c(C(F)(F)F)oc23)C1 (stereo not drawn)
  A: -0.1% | B: 3.6% | C: -24.9% | D: 33.6%[activator] | E: -2.3% | F: 0.3% | G: 0.7%
CCOC(=O)c1ccccc1NC(=O)c1cc2c(=O)oc3ccc(C)cc3c2s1
  A: 1.4% | B: 23.3% | C: -14.0% | D: 3.0% | E: -1.1% | F: 0.1% | G: 8.5%
Cc1ccc(S(=O)(=O)n2nc(-c3ccco3)nc2NCc2ccc(N(C)C)cc2)cc1
  A: 2.7% | B: 3.9% | C: -26.2% | D: -11.6% | E: -1.9% | F: -3.6% | G: 3.2%
Cc1ccc(Nc2c(-c3ccc(N(C)C)cc3)nc3ccccn23)cc1
  A: -2.2% | B: ? | C: ? | D: ? | E: -29.6% | F: 0.4% | G: 3.1%
Cc1ccccc1CNC(=O)C(=O)NCC(c1cccs1)S(=O)(=O)c1cccs1 (stereo not drawn)
  A: -7.8% | B: 3.4% | C: -10.8% | D: 35.3%[activator] | E: 5.4% | F: -2.1% | G: 1.0%
Cc1ccccc1NC(=O)CCN1C(=O)c2ccccc2Sc2ncccc21
  A: -2.7% | B: 13.1% | C: 1.4% | D: -5.4% | E: -1.0% | F: -1.0% | G: 0.0%
CSc1ccc(CCNC(=O)c2cnc3c(C)cccn3c2=O)cc1
  A: -1.0% | B: -11.4% | C: ? | D: 18.1% | E: -5.9% | F: -2.1% | G: -1.0%
C=CCc1ccccc1OCC(O)CN1CCN(c2ccccc2)CC1 (stereo not drawn)
  A: -2.7% | B: -2.4% | C: -7.7% | D: ? | E: -0.7% | F: 0.3% | G: -2.0%
Cc1ccc(-c2cn3c(n2)sc2cc(C(=O)NCCCc4ccccc4)ccc23)cc1
  A: -8.0% | B: 8.7% | C: 0.6% | D: -16.6% | E: 6.2% | F: -0.1% | G: 0.2%
Cc1ccc(C(=O)Nc2ccc3nc(N4CCCCC4)cc(C)c3c2)cc1F
  A: -1.2% | B: -4.7% | C: ? | D: 6.1% | E: -8.2% | F: -2.7% | G: -3.6%
Cc1ccc2c(c1)N(C(=O)N1CCC(C(=O)NCCc3ccccc3)CC1)CC(C)O2 (stereo not drawn)
  A: -1.9% | B: 4.4% | C: 4.4% | D: -20.6% | E: -0.2% | F: 1.6% | G: 0.0%
COc1ccc(NS(=O)(=O)c2ccc3[nH]c4c(c3c2)CCCC4)cc1Cl
  A: 1.5% | B: -3.9% | C: ? | D: -18.9% | E: 12.2% | F: 0.4% | G: -2.8%
COC(=O)c1c(NC(=O)c2ccc(S(=O)(=O)N3CCCC(C)C3)cc2)sc2c1CCN(C(C)C)C2 (stereo not drawn)
  A: 41.0%[activator] | B: 9.8% | C: -13.3% | D: 27.3% | E: -3.1% | F: 3.3% | G: 0.1%
COc1ccc(-c2nc3nc(C)cc(C)n3c2Nc2c(C)cccc2C)cc1
  A: 10.3% | B: ? | C: -13.3% | D: ? | E: 36.8%[activator] | F: 8.5% | G: 2.2%
COc1ccc(Cl)cc1NC(=O)Cn1cc2c(n1)CCC(C)C2 (stereo not drawn)
  A: -2.0% | B: 8.2% | C: -1.5% | D: 0.3% | E: -9.8% | F: -3.6% | G: 7.1%
Cc1cccc(-c2nc(SCC(=O)N(C)c3ccccc3)c3c(=O)n(C)c(=O)n(C)c3n2)c1
  A: 3.1% | B: -1.5% | C: -0.3% | D: -14.7% | E: -9.1% | F: -0.8% | G: -7.5%
Cc1cc(O)c(C(c2ccccc2)N2CCN(c3ccc(F)cc3)CC2)c(=O)n1Cc1ccco1 (stereo not drawn)
  A: -3.6% | B: -6.1% | C: -4.1% | D: -2.7% | E: 1.1% | F: -0.1% | G: 1.0%
Cc1ccc(CN2CCc3nc(N4CCN(c5ncccn5)CC4)ncc3C2)cc1
  A: -0.3% | B: ? | C: -15.5% | D: -10.5% | E: -0.7% | F: -0.9% | G: 1.0%
Cc1ccccc1OCc1ccc(-c2nc(C#N)c(N3CCN(c4cccc(Cl)c4)CC3)o2)o1
  A: -6.3% | B: 11.4% | C: ? | D: -3.4% | E: 4.6% | F: -4.8% | G: 2.3%
COc1cccc(C(=O)Nc2ccc(-n3nncc3-c3ccccc3)cc2)c1
  A: -0.5% | B: -3.1% | C: -10.0% | D: 26.0% | E: -3.2% | F: 0.5% | G: -1.2%
Cc1ccc(CN(Cc2ccco2)C(=O)c2cccc(C)c2)cc1
  A: 3.0% | B: 1.9% | C: -14.7% | D: 10.7% | E: 29.4% | F: -1.0% | G: 3.8%
COc1ccc(-c2noc(CN3CCN(c4cccc(Cl)c4)CC3)n2)cc1
  A: 2.5% | B: ? | C: ? | D: 2.5% | E: 2.5% | F: 0.4% | G: 6.2%
Cc1cccc(Nc2sc(C(=O)c3ccc(Cl)cc3)c(N)c2C(N)=O)c1
  A: -1.7% | B: 0.6% | C: 1.5% | D: -6.2% | E: 5.7% | F: -2.4% | G: 0.0%

Profiles, quoted from the list:
COc1ccc(Cl)cc1NC(=O)Cn1cc2c(n1)CCC(C)C2 (stereo not drawn) is entered as TSG101-PTAP inh: -2.0%; NTMT1 inhibitor: 8.2%; FH mod: -1.5%; p53null 39C tox: 0.3%; p53null 32C kill: -9.8%; B2AR arrestin ag: -3.6%; GALK inh: 7.1%
Cc1ccc(CN(Cc2ccco2)C(=O)c2cccc(C)c2)cc1 is entered as TSG101-PTAP inh: 3.0%; NTMT1 inhibitor: 1.9%; FH mod: -14.7%; p53null 39C tox: 10.7%; p53null 32C kill: 29.4%; B2AR arrestin ag: -1.0%; GALK inh: 3.8%
Cc1ccc2c(c1)N(C(=O)N1CCC(C(=O)NCCc3ccccc3)CC1)CC(C)O2 (stereo not drawn) is entered as TSG101-PTAP inh: -1.9%; NTMT1 inhibitor: 4.4%; FH mod: 4.4%; p53null 39C tox: -20.6%; p53null 32C kill: -0.2%; B2AR arrestin ag: 1.6%; GALK inh: 0.0%

Not all compounds are listed, so the mix of outcomes need not match the whole.
